PfGluPho inh = PfG6PD enzyme inhibitors, primary screen, biochemical, fluorescence intensity, uHTS | PfGluPho enzyme, NADPH resazurin-diaphorase fluorescence | inhibition, % at 20 µM | 350,000 tested, 0.78% active;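 active = inhibition reaching at least a set limit at 20 µM in the primary screen, cut at about 59% in these data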;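 also: 0% = DMSO wells with substrate and 100% = DMSO wells lacking glucose-6-phosphate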
UBC13 inh = UBC13 polyubiquitin chain formation inhibitors, primary screen, biochemical, TR-FRET, uHTS; 330,000 tested, 0.47% active; AID 485273, 2010; inhibition, % at 20 µM; in the data active = inhibition above about 45%, passing the limit was not always enough; inconclusive = no clear call, values can overlap the other calls
Target sequence (P61088 whole entry, looked up): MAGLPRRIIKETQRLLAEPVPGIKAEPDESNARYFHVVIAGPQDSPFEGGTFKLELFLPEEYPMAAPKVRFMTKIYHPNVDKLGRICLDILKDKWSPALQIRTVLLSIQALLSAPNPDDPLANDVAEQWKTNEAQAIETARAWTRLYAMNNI
SENP7 inh = SENP7 protease inhibitors, primary screen, biochemical, luminescence, uHTS. inhibition, % at 5 µM. Sentrin-specific protease 7 (Homo sapiens), Q9BQF6. 330,000 tested, 1.5% active. recombinant SENP7, Z-RLRGG-aminoluciferin luminescence, 40 min. AID 434973, 2010;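 active = inhibition above about 50% at the single test dose, limit read from the data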;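 also: plate controls were DMSO with enzyme for no effect and no enzyme buffer wells for full effect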
SENP6 inh = SENP6 protease inhibitors, primary screen, biochemical, luminescence, uHTS. Sentrin-specific protease 6 (Homo sapiens), Q9GZR1. Recombinant SENP6 catalytic domain, aminoluciferin luminescence. inhibition, % at 10 µM. 330,000 tested, 1.8% active;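 active = inhibition above about 50% at the single tested dose, limit read from the data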;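 also: plate controls were DMSO wells with enzyme for no effect and DMSO wells lacking enzyme for full effect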
Target sequence (Q9GZR1 628-1112 limits assumed): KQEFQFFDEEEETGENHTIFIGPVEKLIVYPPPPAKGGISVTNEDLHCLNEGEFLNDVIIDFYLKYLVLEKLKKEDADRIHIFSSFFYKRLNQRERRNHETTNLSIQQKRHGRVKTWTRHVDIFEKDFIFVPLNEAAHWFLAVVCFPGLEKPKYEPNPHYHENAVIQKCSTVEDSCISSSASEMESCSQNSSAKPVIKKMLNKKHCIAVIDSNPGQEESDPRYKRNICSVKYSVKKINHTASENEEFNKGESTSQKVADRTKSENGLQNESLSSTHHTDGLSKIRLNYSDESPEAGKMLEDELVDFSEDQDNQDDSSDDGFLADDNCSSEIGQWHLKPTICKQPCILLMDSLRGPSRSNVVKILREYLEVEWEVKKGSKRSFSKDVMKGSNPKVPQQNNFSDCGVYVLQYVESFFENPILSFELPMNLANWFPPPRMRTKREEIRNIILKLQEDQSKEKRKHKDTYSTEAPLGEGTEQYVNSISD
SENP1 inh = human SENP1 catalytic domain inhibitors, primary screen, biochemical, FRET, uHTS; Sentrin-specific protease 1 (Homo sapiens), Q9P0U3; recombinant SENP1 catalytic domain, CyPet-SUMO1-YPet FRET cleavage; 360,000 tested, 0.21% active; inhibition, % at 10 µM;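 active = inhibition at least 30% at 10 µM, raw YFP signal under a set limit, fluorescence ratio 0.5 to 1.5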;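 also: 0% = enzyme with DMSO and 100% = no enzyme wells; some results filed as inactive read as strong as hits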
Target sequence (Q9P0U3 419-644 limits assumed): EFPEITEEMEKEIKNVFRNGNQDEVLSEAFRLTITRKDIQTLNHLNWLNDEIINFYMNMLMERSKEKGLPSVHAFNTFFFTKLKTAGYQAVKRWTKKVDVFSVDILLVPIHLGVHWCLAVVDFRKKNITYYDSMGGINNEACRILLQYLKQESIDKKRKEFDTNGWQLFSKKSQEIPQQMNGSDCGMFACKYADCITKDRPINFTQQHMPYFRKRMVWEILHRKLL
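Assay system: hSENP1 catalytic domain, recombinant. Amount: SENP1 enzyme, 20 pM final. Schedule: 50 min reaction, RT, dark. Technique: FRET, CFP and YFP emission. Control set: no-enzyme wells low, DMSO-plus-enzyme wells high control.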
beta cell repl = inducers of MIN6 beta-cell proliferation, primary screen, ATP luminescence, uHTS | MIN6 cells proliferation, ATPlite luminescence, 48 h; cells starved in 0.2% serum; 100% = growth in 10% serum | proliferation, % at 10 µM | 330,000 tested, 0.29% active;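 active = compounds whose signal lies at least 3.5 SD above the mean of all wells on their plate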;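 also: 0% = DMSO-treated cells in low-serum medium and 100% = 10% serum control; some compounds called inactive have numbers as strong as hits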
HKDC1 inhibitor = HKDC1 hexokinase inhibitors, primary screen, biochemical, fluorescence, uHTS; AID 493160, 2011; Q2TB90; inhibition, % at 20 µM; recombinant HKDC1, G6PDH/diaphorase resazurin coupled fluorescence; 340,000 tested, 0.16% active;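 active = inhibition above about 35% when tested at 20 µM, limit read from the data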;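 also: plate controls were DMSO wells with enzyme for no effect and DMSO wells lacking enzyme for full effect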
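Test system: HK5 enzyme. Quantity: 5 µg/mL HK5 final. Reagent: glucose and ATP substrates. Schedule: 90 min reaction incubation at room temperature, dark. Technique: resazurin-to-resorufin fluorescence via G6PDH and diaphorase coupling, 525/613 nm. Control set: DMSO wells with and without enzyme mix.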
SENP8 block-1 = human SENP8 protease inhibitors, primary screen, biochemical, fluorescence, Nedd8 protein substrate, uHTS; Sentrin-specific protease 8 (Homo sapiens), Q96LD8; recombinant SENP8; inhibition, % at 20 µM; 360,000 tested, 0.64% active; AID 602440, 2012; in the data active = inhibition mostly above about 40%, no sharp cut-off; inactive = mostly below about 27%
Target sequence (Q96LD8 whole entry, looked up): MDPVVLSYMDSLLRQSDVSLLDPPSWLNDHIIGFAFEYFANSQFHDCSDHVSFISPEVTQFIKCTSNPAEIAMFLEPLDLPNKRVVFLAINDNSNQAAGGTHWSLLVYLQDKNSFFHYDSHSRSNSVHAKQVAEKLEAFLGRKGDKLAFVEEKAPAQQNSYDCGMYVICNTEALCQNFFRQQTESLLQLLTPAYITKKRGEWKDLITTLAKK
SENP8 block-2 = SENP8 protease inhibitors, primary screen, biochemical, luminescence. AID 2540, 2010. purified SENP8, Z-RLRGG-aminoluciferin cleavage. 330,000 tested, 1.2% active. inhibition, % at 10 µM. Sentrin-specific protease 8 (Homo sapiens), Q96LD8; in the data active = inhibition above about 50%
Starred values were filed as active, the others as inactive; ? = inconclusive; . = not tested or not shown.

SMILES	PfGluPho inh	UBC13 inh	SENP7 inh	SENP6 inh	SENP1 inh	beta cell repl	HKDC1 inhibitor	SENP8 block-1	SENP8 block-2
Oc1ccc(/C=N/Nc2ccnc3cc(Cl)ccc23)c(O)c1	8	-8	4	-13	-36	-4	7	-334	-10
O=C(Cc1ccc([N+](=O)[O-])cc1)NC(C(=O)O)C(O)c1cccc([N+](=O)[O-])c1 (stereo not drawn)	-15	0	2	-4	1	0	1	17	16
Cc1cc(OCCCCN2C(=O)NC(C)(C)C2=O)cc(C)c1Cl	12	-6	-9	-16	2	-1	0	16	-5
Cn1c(C(=O)NN)cc2cc(Oc3ccccc3)ccc21	10	3	2	-34	0	5	0	-148	-4
S=c1nc(-c2ccco2)[nH][nH]1	29	2	2	1	0	-3	-11	15	7
CCc1cccc(NC(=O)CCNS(=O)(=O)c2cc(Br)cnc2N)c1	8	-6	5	8	1	-1	5	-42	4
O=C(O)CN1c2cccc3cccc(c23)S1(=O)=O	6	14	5	-3	-1	-1	-4	-338	-7
Cc1nn(-c2cc(N3CCCCC3)ccc2N)c(=O)c2ccccc12	25	6	7	4	3	-4	-3	28	4
COC(=O)c1ccc(CO/N=C/c2ccccc2OC)cc1	-5	-1	-5	-20	0	-2	6	9	-18
Cc1nc(-c2ccc(NC(=O)CC(C)C)cc2)cs1	22	3	-1	-12	-3	-2	-8	1	-11
OCC[C@@H]1C[C@@H](O)[C@H](O)[C@]2(OCCc3ccccc32)O1	-2	-6	-4	0	3	-5	-7	2	2
CCc1nnc(NC(=O)CCC(=O)N2CCN(Cc3ccccc3)CC2)s1	3	0	-2	-17	1	-1	-9	2	-4
O=C(CN(CC1CCCO1)C(=O)CNS(=O)(=O)c1ccc(Cl)cc1)NC1CCCC1 (stereo not drawn)	-6	3	7	-4	3	0	-5	4	0
C=CCOC(=O)/C(=C\c1ccccc1)NC(=O)c1ccco1	-4	-4	2	-10	2	0	-12	8	3
CC(C)CC(CO)N1CCN(C(=O)c2cccc(Cl)c2)CCC1=O (stereo not drawn)	10	7	-2	-10	2	-1	-4	0	2
Cc1[nH]c(C)c(S(=O)(=O)NCc2ccc(F)cc2)c1C(=O)N1CCCCC1	0	5	-4	-7	-1	-1	-3	3	0
O=C(CCC1CCCC1)Nc1nnc(-c2ccc3c(c2)OCO3)s1	-16	-5	-6	-9	-1	0	-12	-183	0
Cc1nn(-c2ccc(C(=O)O)cc2)c(C)c1Cl	-20	3	-7	5	-1	-5	2	6	-1
COC(=O)[C@@]1(Cc2ccc(OC)cc2)[C@H]2c3cc(C(=O)N4CCCC4)n(C[C@H](O)CO)c3C[C@H]2CN1C(=O)c1ccccc1	.	1	3	-4	.	-3	.	.	5
N#Cc1c(N)nc2c(c1N)CC(CO)O2 (stereo not drawn)	-5	0	2	5	-4	2	-3	24	6
c1cnc(N2CCN(c3nc4ccccc4n4cnnc34)CC2)nc1	-9	7	3	0	-2	-2	12	-49	-6
COc1cccc(NC(=O)N(Cc2ccco2)C(C)c2cccs2)c1 (stereo not drawn)	11	4	2	-14	2	2	-3	4	-5
Cc1cc(=O)[nH]c(SCC(=O)c2ccccc2)c1C#N	20	-1	26	74*	-15	-2	5	26	60*
CC(CNC(=O)CN1C(=O)CCSc2ccccc21)c1ccccc1 (stereo not drawn)	16	1	-4	3	2	-1	-2	16	8
Cc1cc(C)n(CC(C)NCc2cn[nH]c2-c2ccc(C)c(C)c2)n1 (stereo not drawn)	9	-2	-2	-2	-1	1	-1	6	11
O=C1C=C(N2CCOCC2)c2ccccc2C1=O	71*	-195	90*	90*	0	-6	77*	-150	94*
CS(=O)(=O)N(CC(=O)NCc1ccco1)Cc1ccc(Cl)cc1	23	2	2	-13	-4	0	-4	18	3
CCNc1nc(N)nc(Oc2ccc(C(=O)OC)cc2)n1	-4	-2	0	-5	-1	-1	-6	9	-3
CC[C@]1(C(=O)OC)[C@H]2C(=O)N(C)C(=O)[C@H]2[C@H]2CN=C(SCc3ccc(Cl)cc3)N21	9	.	5	.	3	.	-6	14	.
O=C(CCn1[nH]c(=O)c2ccccc2c1=O)OC1CCCCC1	2	5	5	-26	0	-3	6	-5	3
COCCn1cc(C(=O)N2CCCC(C)C2)c2c3ccccc3n(C)c2c1=O (stereo not drawn)	-12	20	1	-22	-11	1	-10	-293	-1
COc1cc(C(=S)N(C)C)ccc1O	48	-2	0	0	0	-2	-3	25	4
O=C(CSc1nc2[nH]ncc2c(=O)n1-c1ccc(Cl)c(Cl)c1)NCc1ccccc1Cl	-21	-6	-9	-4	2	-4	16	4	-9
Cc1cc(C)c2cc(C(c3nnnn3C3CCCC3)N3CCOCC3)c(=O)[nH]c2c1 (stereo not drawn)	-6	-2	5	2	-21	-1	-7	-43	1
CCOC(=O)CC1C(=O)NCCN1c1nc2ccc(C)cn2c(=O)c1/C=C1\SC(=S)N(C(C)CC)C1=O (stereo not drawn)	.	-160	-1	-10	.	-4	.	.	6
O=c1c2ccccc2ncn1Cc1nc2ccccc2s1	-16	19	-3	-8	-2	-4	-12	4	-2

Exported with bars between the fields: entries from further up.
structure | PfGluPho inh | UBC13 inh | SENP7 inh | SENP6 inh | SENP1 inh | beta cell repl | HKDC1 inhibitor | SENP8 block-1 | SENP8 block-2
O=C1C=C(N2CCOCC2)c2ccccc2C1=O | 71* | -195 | 90* | 90* | 0 | -6 | 77* | -150 | 94*
CS(=O)(=O)N(CC(=O)NCc1ccco1)Cc1ccc(Cl)cc1 | 23 | 2 | 2 | -13 | -4 | 0 | -4 | 18 | 3

Following part
SMILES	PfGluPho inh	UBC13 inh	SENP7 inh	SENP6 inh	SENP1 inh	beta cell repl	HKDC1 inhibitor	SENP8 block-1	SENP8 block-2
COC(=O)c1ccc(C23CC4(C2)[C@H](CN(CC2CCCCC2)[C@@H]4c2ccccc2)C3c2ccc(Cl)nc2)cc1 (stereo partly drawn)	-14	8	5	-2	-15	-7	6	6	-2
Cc1ccc2oc(=O)c3cc(C(=O)NCCCN4C(C)CCCC4C)sc3c2c1 (stereo not drawn)	-11	21	0	-4	-16	-8	11	-230	1
COc1ccc(NS(=O)(=O)c2ccc3ccccc3c2)c2ncccc12	-10	-4	4	-15	-10	0	1	13	2
CC(OC(=O)C1CCCC1)C(=O)Nc1ccc(S(N)(=O)=O)cc1 (stereo not drawn)	-2	-5	8	-13	2	1	-5	20	-7
COc1cc(NC(=S)NN2CCN(C)CC2)cc(OC)c1	-18	-6	-9	-10	1	0	1	27	-3
CN(Cc1ccccc1)C(=O)CN(c1ccccc1Cl)S(C)(=O)=O	-16	-1	0	-9	2	0	-5	9	11
O=C(NCCO)c1c(O)c2cccc3c2n(c1=O)CC3	-8	25	2	-14	1	-3	-2	-196	3
Nc1ccc2c(c1)[nH]c(=O)c1ccccc12	46	.	.	.	-16	.	14	-465	.
CCOC(=O)c1sc(NC(=O)C2CCCCC2)nc1C	9	2	-5	2	2	-1	0	13	-5
COc1cc(OC)cc(C(=O)Nn2cc(C(=O)Nc3ccccc3F)c3ccccc3c2=O)c1	-8	16	-1	-10	2	-3	-5	9	-5
CCCCCCCOc1ccc(OC(=O)c2ccncc2)cc1	10	1	0	-11	2	-3	-3	10	-13
CC(C)(O)C#CC#CCN1CCOCC1	-13	-13	-7	-6	-2	0	-7	10	-3
O=C(Cn1nc(Cc2cccnc2)c2ccccc2c1=O)NCCCN1CCCC1=O	-1	2	-11	5	1	-2	-2	6	-4
O=C(O)c1cc([N+](=O)[O-])ccc1C(=O)Nc1cccc([N+](=O)[O-])c1	6	?	-4	-15	3	-1	-5	3	1
COCCCn1c(SCC(=O)N2CCCC(C)C2)nnc1-c1ccco1 (stereo not drawn)	3	-2	-10	-10	2	-2	-12	0	-10
O=C(c1ccc2c(c1)OCO2)N1CCc2ccccc2C1	-3	2	-1	7	-1	-2	-10	0	-11
O=C(NCc1ccccc1)C1CCC(=O)N(CCN2CCOCC2)C1 (stereo not drawn)	-12	2	-1	-2	-1	7	0	5	-4
Cc1ccc(CNC(=O)Cc2cn(C)c3ccccc23)cc1	24	3	-12	-17	8	-5	1	12	-14
CCN(CC)C(=O)Cn1cc(S(=O)(=O)CC(=O)NCc2ccc3c(c2)OCO3)c2ccccc21	-13	11	-3	-10	-1	3	-7	20	-8
O=C(Nc1ccc(C(F)(F)F)cc1)c1cccc(-n2cnnn2)c1	18	4	0	-8	-3	0	-1	7	-5
Cn1c(/C(C#N)=C(\O)c2ccc([N+](=O)[O-])s2)nc2ccccc21	0	-32	5	-14	46*	-2	6	16	6
COc1ccc2[nH]c(C(=O)N3CCC(Cc4ccccc4)CC3)cc2c1	12	-4	0	-12	4	0	5	-138	-11
O=C(COC(=O)/C=C/c1cccc(Br)c1)NCc1cccs1	-10	-13	-10	-7	1	0	-4	4	-11
O=C(Nc1ccccc1C(=O)N1CCCCC1)c1ccco1	2	-9	-5	-6	0	0	-2	21	-1
CCOc1ccc(-c2n[nH]c(C(=O)NN)c2C)cc1	7	4	5	-2	-1	2	-9	14	-4
Cc1nc(Nc2ccc(Cl)cc2)c2nnn(Cc3ccccc3)c2n1	9	23	5	5	-6	-2	-3	-236	-4
Cc1nc(N2CCN(Cc3ccccc3)CC2)nc2c1CCC2	-4	4	-4	-8	-3	0	-6	3	-5
CC(C)Oc1cccc(C(=O)C2CCCN(C(=O)c3cc(C4CC4)[nH]n3)C2)c1 (stereo not drawn)	-6	4	2	-6	1	0	-4	7	-10
O=C(c1cc([N+](=O)[O-])ccc1N1CCCCC1)N1CCCC1	-9	-6	-7	-8	2	0	-14	4	-8
O=C(O)c1ccc(Cn2cc(Cl)cn2)cc1	6	3	2	0	0	5	-2	4	0
O=C(CN1C(=O)NC2(CCCCCCC2)C1=O)Nc1ccc(Cl)cc1	4	6	3	11	0	-5	1	12	7
COc1ccc(S(=O)(=O)NCCOc2cccc3cccnc23)cc1OC	6	4	-1	3	0	1	-7	-8	5
O=C1CSC(c2cccc([N+](=O)[O-])c2)N1C1CC2CCC1C2 (stereo not drawn)	-2	-2	1	-45	-1	-2	-3	16	1
O=C(c1cc(C2CC2)on1)N1CCN(c2ccccc2)CC1	3	-11	4	-2	3	0	-4	13	-4
CCOc1ccc(-n2nnc3c(=O)n(CC(=O)Nc4cc(C)on4)cnc32)cc1	12	18	1	-7	0	0	5	14	-3

Structures listed so far that contain a nitro group on carbon, in the order listed:
SMILES	PfGluPho inh	UBC13 inh	SENP7 inh	SENP6 inh	SENP1 inh	beta cell repl	HKDC1 inhibitor	SENP8 block-1	SENP8 block-2
O=C(Cc1ccc([N+](=O)[O-])cc1)NC(C(=O)O)C(O)c1cccc([N+](=O)[O-])c1 (stereo not drawn)	-15	0	2	-4	1	0	1	17	16
O=C(O)c1cc([N+](=O)[O-])ccc1C(=O)Nc1cccc([N+](=O)[O-])c1	6	?	-4	-15	3	-1	-5	3	1
Cn1c(/C(C#N)=C(\O)c2ccc([N+](=O)[O-])s2)nc2ccccc21	0	-32	5	-14	46*	-2	6	16	6
O=C(c1cc([N+](=O)[O-])ccc1N1CCCCC1)N1CCCC1	-9	-6	-7	-8	2	0	-14	4	-8
O=C1CSC(c2cccc([N+](=O)[O-])c2)N1C1CC2CCC1C2 (stereo not drawn)	-2	-2	1	-45	-1	-2	-3	16	1
